# S100A4 inh HTS: S100A4-myosin IIA interaction inhibition | P26447 | S100A4/TAMRA-MyoIIA peptide fluorescence polarization | inhibition, % at 10.7 µM | actives 0.14% (n = 360,000) | AID 652163;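 active = mean inhibition of at least 70% across replicates, with every replicate also reaching that level; inconclusive = mean inhibition reaches 70% but some replicates fall short; inactive = mean inhibition below 70%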
#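 Material: S100A4 monomer protein | Medium: HEPES pH 7.2 with CaCl2, KCl, NaCl, DTT, Triton | Reagent: Labelled myosin peptide probe, 5 nM | Doses: One dose per compound | Times: 5 min incubation before reading | Benchmarks: Neutral control DMSO, positive control TFP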
# Xi reactivation: X-chromosome reactivation activator. XiGFP mouse fibroblasts, % GFP-positive cells imaging, 3 d; cells co-treated with 5-aza-dC sensitizer; scaled so ellipticine positive control = 100%. activation, % at 7.58 µM. actives 0.055% (n = 360,000). AID 743238;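 active = mean normalized replicate activation at least 10% and every replicate at or above 10%; inconclusive = only one of the two criteria met; inactive = mean below 10% and not all replicates reach 10%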;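 also: 0% = median of on-plate neutral control wells and 100% = ellipticine 6 µM median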
#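 Assay system: SV40-immortalized XiGFP fibroblast cells, line 68-5-11; buffer or medium: DMEM plus 5-aza-dC sensitizer; compound: one concentration, pinned; timing: compounds 3 days, fix/stain 15 min at room temperature; benchmarks: positive control ellipticine, 6 µM final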
# FN deposition inh: fibronectin deposition inhibition. AH1F fibroblasts, Alexa488-fibronectin deposition fluorescence, overnight. inhibition, % at 12.6 µM. actives 0.086% (n = 350,000). AID 743247;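 active = mean inhibition across replicates of 30% or more, regardless of how many single replicates reach that level; inconclusive = mean under 30% yet at least half of replicates reach 30%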;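 also: positive control wells lacked labelled fibronectin entirely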
#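 material = AH1F fibroblast monolayer depositing Alexa488-labelled fibronectin into matrix | amount = 10000 AH1F cells/well | buffer or medium = DMEM plus 2% serum, read in PBS | incubation = 1 h cell adhesion before compound, then overnight fibronectin incubation | detection = fluorescence at 485 nm excitation, 525 nm emission | evaluation = percent inhibition as loss of matrix-bound fibronectin fluorescence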
# E-selectin induc: induces E-selectin expression in human endothelial cells. P16581. AID 686992. actives 0.37% (n = 260,000). HUVEC E-selectin immunofluorescence imaging; normalized: neutral wells 0, TNF-alpha wells 100. activation, % at 7.58 µM;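 active = mean E-selectin-positive cell signal at least 10% of the positive control, reached in at least 60% of replicates, without over 20% cell loss; inconclusive = no rule given, readout overlaps actives, possibly toxicity-flagged; inactive = the rest, including those meeting only one limit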;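 also: in these data hits start at about 27%; measured in HUVEC primary endothelial cells; signal is the percent of cells scored E-selectin positive by PE staining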
#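 assay system = HUVEC, human umbilical vein endothelial cells | input = 3,000 HUVEC seeded per well | medium = EGM-2 growth medium on 0.1% gelatin-coated wells | dosing = one compound dose added by pin transfer | signal = immunofluorescence imaging | read-out basis = % PE-positive cells | control set = TNF-alpha, DMSO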
# EWS-Fli inh: EWS/Fli transcriptional activity inhibition. A673 NR0B1-luciferase reporter, viability-normalised. inhibition, % at 12.6 µM. actives 0.67% (n = 350,000);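 active = mean inhibition of at least 50% after viability correction, with every replicate also passing that limit; inconclusive = mean reaches 50% but only one of two replicates passes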;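 also: firefly luciferase signal divided by Alamar Blue viability fluorescence both relative to DMSO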
# RAD52 anneal inh: inhibitors of human RAD52 DNA annealing | actives 0.46% (n = 360,000) | P43351 | recombinant RAD52 DNA annealing, FRET fluorescence | inhibition, % at 18.7 µM;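 active = every replicate showing at least 50% inhibition; inconclusive = mean inhibition at least 50% but not in every replicate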
# esBAF inh: SWI/SNF esBAF complex inhibition; mouse ES cells, Bmi1-luciferase knock-in reporter, 24 h; 100% = twice the neutral-well signal; reporter increase, % at 12.5 µM; actives 2% (n = 350,000); in the data active = activation above about 40%; inconclusive = no clear call, values can overlap the other calls;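 also: 0% = median of the plate's neutral control wells and 100% = double that signal; a rise in the Bmi1 reporter signal indicates esBAF inhibition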
# RAD54 branch: RAD54 (human) branch migration inhibition; AID 602329; RAD54 Holliday junction branch migration, FAM/BHQ fluorescence; actives 0.14% (n = 360,000); Q92698; inhibition, % at 10.4 µM;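 active = mean normalized replicate activity at least 40 and at least half of replicates scoring 40 or more; inconclusive = only one of the two criteria met; inactive = mean below 40 and under half of replicates reaching 40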;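 also: 0% = median of neutral control wells and 100% = median of positive control wells; inhibitors cause a drop in the FAM fluorescence signal; in these data hits start at about 50%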
# Target sequence (Q92698 whole entry, looked up): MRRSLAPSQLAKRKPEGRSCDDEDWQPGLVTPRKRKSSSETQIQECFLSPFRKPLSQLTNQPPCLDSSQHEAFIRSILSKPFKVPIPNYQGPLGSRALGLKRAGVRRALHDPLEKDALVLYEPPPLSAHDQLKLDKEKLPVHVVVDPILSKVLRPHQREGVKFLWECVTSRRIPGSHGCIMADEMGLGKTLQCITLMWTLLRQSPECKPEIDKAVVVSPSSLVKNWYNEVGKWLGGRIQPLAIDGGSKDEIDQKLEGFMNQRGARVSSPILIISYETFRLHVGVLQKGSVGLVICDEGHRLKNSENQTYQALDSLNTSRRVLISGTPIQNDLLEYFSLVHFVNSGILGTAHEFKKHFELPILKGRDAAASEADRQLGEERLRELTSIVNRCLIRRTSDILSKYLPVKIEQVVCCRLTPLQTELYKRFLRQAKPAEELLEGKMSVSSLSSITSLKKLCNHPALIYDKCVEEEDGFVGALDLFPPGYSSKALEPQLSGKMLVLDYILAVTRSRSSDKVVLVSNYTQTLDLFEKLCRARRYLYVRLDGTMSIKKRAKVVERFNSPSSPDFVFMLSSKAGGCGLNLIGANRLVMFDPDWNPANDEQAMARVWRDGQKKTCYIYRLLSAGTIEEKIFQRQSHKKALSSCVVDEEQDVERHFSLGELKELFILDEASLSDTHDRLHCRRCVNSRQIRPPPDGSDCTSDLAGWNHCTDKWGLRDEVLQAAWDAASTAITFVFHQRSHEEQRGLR
# Starred values were filed as active, the others as inactive; ? = inconclusive; / = not tested or not shown.
# Screens in order: RAD54 branch, E-selectin induc, RAD52 anneal inh, esBAF inh, FN deposition inh, Xi reactivation, EWS-Fli inh, S100A4 inh HTS
- O=[N+]([O-])c1ccc(Nc2ccccc2F)nc1
  /, 1.7, 0, /, -1, -0.1, -28, -2
- O=C1c2ccccc2C(=O)N1CC(O)COc1ccccc1Cl (configuration not stated)
  2, /, -15, ?, 1, 0.2, -22, 2
- CCNC(=O)[C@@H]1[C@@H](CO)[C@@H]2Cn3c(ccc(C4=CCCCC4)c3=O)[C@H]1N2C(=O)Cc1ccccn1
  /, 0.2, 2, /, /, 0.0, -5, -13
- CCN1CCCc2cc(CN(CCN3CCOCC3)C(=S)Nc3ccc(OC)cc3)ccc21
  /, 0.0, 3, 2, 2, 0.2, -2, -14
- CC(=O)c1ccc(NC(=S)NCc2ccco2)cc1
  /, /, -9, /, 0, 0.0, 3, -2
- CC(=O)Nc1ccc(S(=O)(=O)N[C@@H](C)C(=O)OCC(=O)c2ccc(C)cc2)cc1
  5, -0.4, -14, -5, 4, 0.0, 0, 0
- O=C(C[n+]1cccc(CNC(=O)c2ccc(OC(F)F)cc2)c1)c1ccccc1
  1, /, 1, 2, -6, 0.0, 5, -6
- O=C(O)c1cccc(C(=O)O)c1Br
  -2, /, -84, -1, 3, 0.0, 9, -12
- Cc1ccc(OCC(=O)Oc2ccccc2[N+](=O)[O-])cc1
  1, /, -11, /, -6, 0.0, -3, 2
- COc1cc(/C=C(\C#N)C(=O)Nc2nnc(C(F)(F)F)s2)ccc1OCc1ccc(C(F)(F)F)cc1C(F)(F)F
  3, /, -21, /, /, /, -11, 1
- COc1ccc(C(=O)NNC(=O)C(=O)Nc2ccc(C)c(Cl)c2)cc1
  /, -0.5, -3, /, 5, 0.0, -16, -2
- CCOc1ccc(NC(=O)COc2coc(CN3CCc4ccccc4C3)cc2=O)cc1
  -7, /, -13, -2, 4, 0.7, 10, 0
- C[C@@H]1CCCCO[C@@H](CN(C)CC2CCCCC2)[C@@H](C)CN([C@@H](C)CO)C(=O)c2cc(NS(=O)(=O)c3ccc(Cl)cc3)ccc2O1
  1, -0.1, /, 6, /, 0.2, 10, /
- O=C(COC(=O)c1cccc(S(=O)(=O)N2CCOCC2)c1)Nc1ncc(Cl)cc1Cl
  -7, /, -3, 4, -7, 0.0, 9, 2
- O=C(Cc1nc2ccccc2[nH]1)c1ccc([N+](=O)[O-])cc1
  -6, 2.2, -12, /, -3, -0.2, -60, -3

# Compound profiles (already shown).
# CC(=O)Nc1ccc(S(=O)(=O)N[C@@H](C)C(=O)OCC(=O)c2ccc(C)cc2)cc1 is entered as RAD54 branch: 5; E-selectin induc: -0.4; RAD52 anneal inh: -14; esBAF inh: -5; FN deposition inh: 4; Xi reactivation: 0.0; EWS-Fli inh: 0; S100A4 inh HTS: 0
# O=C(O)c1cccc(C(=O)O)c1Br is entered as RAD54 branch: -2; E-selectin induc: /; RAD52 anneal inh: -84; esBAF inh: -1; FN deposition inh: 3; Xi reactivation: 0.0; EWS-Fli inh: 9; S100A4 inh HTS: -12
# CC(=O)c1ccc(NC(=S)NCc2ccco2)cc1 is entered as RAD54 branch: /; E-selectin induc: /; RAD52 anneal inh: -9; esBAF inh: /; FN deposition inh: 0; Xi reactivation: 0.0; EWS-Fli inh: 3; S100A4 inh HTS: -2

# The listing continues.
# Screens in order: RAD54 branch, E-selectin induc, RAD52 anneal inh, esBAF inh, FN deposition inh, Xi reactivation, EWS-Fli inh, S100A4 inh HTS
- [O-]c1n[n+](-c2ccc(Cl)cc2)cc2ccccc12
  /, /, 2, /, 9, 0.0, -5, -8
- CCOc1ccc(N(CC(=O)Nc2cccc(C)c2)S(C)(=O)=O)cc1
  -4, /, 9, 31, 1, 0.0, -88, -5
- CC(NC(=O)c1cc(S(=O)(=O)N2CCOCC2)cn1C)c1ccccc1 (configuration not stated)
  4, -0.1, -3, 4, 3, 0.1, 1, 3
- Cc1[nH][nH]c(=O)c1C(c1ccc(-c2cccc(C(=O)O)c2)o1)c1c(C)[nH][nH]c1=O
  /, /, -26, /, /, 0.1, -55, -5
- C[C@H]1CN([C@@H](C)CO)S(=O)(=O)c2ccc(C#CCN(C)C)cc2O[C@@H]1CN(C)Cc1cccnc1
  3, 0.1, -3, -2, -13, -0.9, 3, 0
- CC(C)Cc1nc(C#N)c(N2CCC(C(N)=O)CC2)o1
  -1, -0.1, -13, -5, 3, 0.3, -4, -6
- COCC(=O)Nc1ccc2c(c1)OC[C@H](C)N(Cc1cc(F)ccc1F)C[C@H](C)[C@@H](OC)CN(C)C2=O
  /, 0.2, -4, /, -5, 0.2, -2, 16
- CC1CC1C(=O)OCC(=O)Nc1ncc(Cl)cc1Cl (configuration not stated)
  5, /, -37, 24, 6, 0.1, 0, -5
- Cc1ccc(OC2CCN(C(=O)[C@@H](Cc3ccccc3)NC(=O)[C@H]3O[C@@H](n4ccc(=O)[nH]c4=O)[C@H](O)[C@@H]3O)CC2)cc1
  /, 0.1, 7, /, -3, 1.4, -4, -1
- C[C@@H]1CN([C@H](C)CO)C(=O)c2cc(/C=C/c3ccccc3)cnc2O[C@H]1CN(C)C(=O)c1ccncc1
  -8, 0.6, -5, 6, /, -0.7, 5, 11
- N#C[C@@H]1N(Cc2ccccc2)C(=O)[C@H]2CC3C=CC21O3 (some centres not stated)
  11, -0.1, -21, 0, 9, 0.0, -2, 11
- NS(=O)(=O)c1cccc(NC(=O)CN2CCCc3ccccc32)c1
  2, /, -11, -13, -1, 0.0, 0, -2
- Cc1cc(Cl)ccc1OCc1nc(-c2ccncc2)no1
  /, 2.1, -9, /, 10, 0.0, -103, -8
- COCCNC(=O)C[C@H]1CC[C@@H]2[C@H](COC[C@H](O)CN2Cc2cccc(-c3ccncc3)c2)O1
  3, -0.1, 0, 2, -3, 0.1, 3, 0
- N#CC1(Nc2ccc([N+](=O)[O-])cc2)CCCC1
  /, -2.7, 5, /, -4, -0.1, -6, -3
- CC(C)C[C@@H]1NC(=O)[C@H]2C[C@@H](C(=O)NCCCCCNC(=O)CS)[C@@H](c3cccc(OCCO)c3)N2C1=O
  -5, /, 3, /, /, /, -4, -1
- O=C(c1ccccc1)N1CCSc2sccc2C1=O
  6, /, -18, -42, -1, -0.1, 67*, 6

# Entries shown so far that contain a COOH group (2):
# Screens in order: RAD54 branch, E-selectin induc, RAD52 anneal inh, esBAF inh, FN deposition inh, Xi reactivation, EWS-Fli inh, S100A4 inh HTS
- O=C(O)c1cccc(C(=O)O)c1Br
  -2, /, -84, -1, 3, 0.0, 9, -12
- Cc1[nH][nH]c(=O)c1C(c1ccc(-c2cccc(C(=O)O)c2)o1)c1c(C)[nH][nH]c1=O
  /, /, -26, /, /, 0.1, -55, -5
